Screening results: PubChem, National Center for Advancing Translational Sciences (NCATS)
D2 PAM: HTS Assay for Positive Allosteric Modulators of the Human D2 Dopamine Receptor: Primary Screen for Potentiators; HEK293 T-REx D2, calcium flux, EC20 dopamine potentiation; 340,000 compounds, 0.34% hits; potentiation, % at 10 µM; D(2) dopamine receptor (Homo sapiens), P14416;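 active = potentiation over 3 SD above the plate norm, cut at about 30% in these data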; also: 0% is about no effect
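Primary screen. Calcium kinetics in induced HEK293 T-REx D2 cells: compound pre-addition 180 s, EC20 dopamine, 180 s more.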
RXFP1 agonist: qHTS Assay for Agonists of the Relaxin Receptor RXFP1. Relaxin receptor 1 (Homo sapiens), Q9HBX9. HEK293T-RXFP1 cAMP TR-FRET, 30 min; response scale: percent of porcine relaxin response, buffer zero. Potency, µM (highest dose often 57.5 µM), for the others: at the highest dose activation, hits mostly activators. 370,000 compounds, 0.3% hits; active = well fitted activation curve with a large enough effect; inconclusive = small, poorly fitted or top-dose-only effect; also: potency is read from the fitted curve at half-maximal effect; % is scaled to controls: 0 for no effect and ±100 for the full control effect; nearly all actives have a fitted effect of over 60% in size; many of its hits are not listed in these tables
Target sequence (Q9HBX9 whole entry, looked up): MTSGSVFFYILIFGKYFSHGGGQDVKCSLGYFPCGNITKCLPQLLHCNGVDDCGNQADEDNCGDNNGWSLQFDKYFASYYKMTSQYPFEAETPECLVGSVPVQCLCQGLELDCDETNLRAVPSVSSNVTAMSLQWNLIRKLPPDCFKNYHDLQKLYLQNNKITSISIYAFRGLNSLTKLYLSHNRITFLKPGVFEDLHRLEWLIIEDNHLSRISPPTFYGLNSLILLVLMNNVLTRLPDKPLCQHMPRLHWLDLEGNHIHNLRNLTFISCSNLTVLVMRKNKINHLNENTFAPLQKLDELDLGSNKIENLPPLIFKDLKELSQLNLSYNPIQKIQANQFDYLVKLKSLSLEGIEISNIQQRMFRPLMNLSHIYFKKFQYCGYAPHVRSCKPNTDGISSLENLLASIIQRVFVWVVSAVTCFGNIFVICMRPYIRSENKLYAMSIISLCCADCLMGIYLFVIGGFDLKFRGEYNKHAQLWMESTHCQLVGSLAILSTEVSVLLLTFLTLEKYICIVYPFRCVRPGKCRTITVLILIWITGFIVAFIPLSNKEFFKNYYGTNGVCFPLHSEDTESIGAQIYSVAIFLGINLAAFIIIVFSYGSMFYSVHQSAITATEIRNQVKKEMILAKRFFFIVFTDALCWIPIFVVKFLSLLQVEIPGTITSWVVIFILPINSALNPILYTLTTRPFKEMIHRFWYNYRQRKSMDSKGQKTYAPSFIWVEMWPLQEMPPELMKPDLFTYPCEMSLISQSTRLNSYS
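cAMP rise read by TR-FRET after 30 min, 37C compound exposure (up to 58 uM) in RXFP1-transfected HEK293 cells with Ro 20174 present. EC50 from Hill-equation fits, with 29 nM porcine relaxin as 100% and buffer as basal.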
D1 agonist: Allosteric Agonists of the Human D1 Dopamine Receptor: qHTS; D(1A) dopamine receptor (Homo sapiens), P21728; HEK293 T-REx D1 cells, calcium flux, agonist mode; activation, % at 2 µM; 360,000 compounds, 1% hits; in the data active = activation above about 30%; also: 0% is about no effect
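Agonism was scored from calcium flux recorded over 180 s (1 read/s) after pintool compound addition, following a 10-cycle baseline. Cells were inducible force-coupled HEK293 TREx D1, plated overnight at 30 C and loaded with no-wash calcium dye.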
TRHR PAM: qHTS for Small Molecule Agonists and Allosteric Enhancers of Human TRH Receptor: Primary Screen for Enhancers. Thyrotropin-releasing hormone receptor (Homo sapiens), P34981. TRHR cells, fluo-8 calcium fluorescence, EC20 TRH enhancement. enhancement, % at 2 µM. 360,000 compounds, 0.66% hits. AID 493056, 2011; in the data active = enhancement above about 30%; also: 0% is about no effect
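Enhancer read-out: after compound pinning and an initial kinetic agonist-mode read, an EC20 of TRH (10 nM final) was injected and fluo-8 calcium signal (Ex 480/Em 530) followed at 1 s/cycle for 100 cycles in TRHR-expressing cells.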
D1 antag: Antagonist of Human D 1 Dopamine Receptor: qHTS; HEK293 TREx D1 cells, calcium flux, dopamine EC80; hits give low values; activity change, negative = inhibition, % at 10 µM; 360,000 compounds, 3.2% hits; in the data active = activity change below about -30%; also: % is scaled to controls: 0 for no effect and ±100 for the full control effect
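Kinetic fluorescence of a calcium dye serves as the read-out. D1-expressing Hek293 Trex cells, induced overnight at 30 C, are exposed to compound for 180 s before an EC80 dopamine addition, then read 180 s further.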
D2 antagonist: HTS Assay for Allosteric Antagonists of the Human D2 Dopamine Receptor: Primary Screen for Antagonists; D(2) dopamine receptor (Homo sapiens), P14416; HEK293 TREx D2 cells, calcium flux, dopamine EC80; inhibition, % at 10 µM; 340,000 compounds, 2% hits; AID 485344, 2010; in the data active = inhibition above about 30%; also: 0% is about no effect
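Dopamine at EC80 is the agonist stimulus; test compounds precede it by 180 s. Calcium flux read kinetically in a force-coupled, inducible HEK293 T-REx D2 cell line.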
D1 PAM: Potentiators of Human D1 Dopamine Receptor: qHTS. 360,000 compounds, 0.036% hits. HEK293 TREx D1 cells, calcium flux, dopamine EC20 potentiation. potentiation, % at 10 µM. AID 504651, 2011. D(1A) dopamine receptor (Homo sapiens), P21728; in the data active = potentiation above about 30%; also: 0% is about no effect
RXFP1 antag: qHTS Assay for Antagonists of the Relaxin Receptor RXFP1; 350,000 compounds, 0.59% hits; activity change, negative = inhibition, % at 57.5 µM; Relaxin receptor 1 (Homo sapiens), Q9HBX9; HEK293-RXFP1, relaxin-stimulated cAMP HTRF, 30 min; hits give low values; AID 1259400, 2018;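 active = activity change of -60% or lower, but not beyond a set lower limit; inconclusive = change between -60% and -40%, or beyond the set limit; inactive = change above -40%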; also: % is scaled to controls: 0 for no effect and ±100 for the full control effect
D2 agonist: HTS Assay for Allosteric Agonists of the Human D2 Dopamine Receptor: Primary Screen for Agonists | D(2) dopamine receptor (Homo sapiens), P14416 | HEK293 T-REx D2 cells, calcium flux agonist mode | activation, % at 2 µM | 340,000 compounds, 0.53% hits | AID 485358, 2010;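 active = activation over 3 SD above normal in the single-dose calcium agonist read, cut at about 30% in these data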; also: 0% is about no effect
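Tetracycline-induced HEK293 T-REx cells with force-coupled D2 receptor, plated overnight at 30 C, loaded with no-wash calcium dye. After a 10 s baseline, compound was pin-added and calcium flux read kinetically for 180 s; calcium rises flagged agonists.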
* hit, by the source's call; ? = inconclusive; · = no result given. This is a subset; count on the stated rates, not on these rows.

SMILES | D2 PAM | RXFP1 agonist | D1 agonist | TRHR PAM | D1 antag | D2 antagonist | D1 PAM | RXFP1 antag | D2 agonist
O=C(CSc1ccc(Br)cc1)Nc1cccc(S(=O)(=O)N2CCOCC2)c1 | -8 | -1.2% | 8 | -5 | 1 | 14 | -6 | -15 | 0.0
CC(C)NC(=O)CSc1ccccc1C(=O)N1CCN(S(=O)(=O)Cc2ccccc2)CC1 | 4 | -0.8% | 1 | -3 | -7 | -7 | 7 | -7 | 0.1
Cc1cnc(CN(C)Cc2c(C(=O)N3CCc4ccccc4C3)nc3ccc(Cl)cn23)[nH]1 | · | -1.4% | 0 | 0 | 1 | · | -3 | -8 | ·
Cc1nn(CC(=O)NC2CCCCC2)c(=O)c2cccn12 | 0 | 5.2% | 2 | 5 | -14 | -1 | 0 | -3 | 0.2
COc1ccc(N(CC(=O)N2CCOCC2)S(C)(=O)=O)cc1Cl | 0 | -0.8% | 5 | -18 | -6 | 0 | -4 | -6 | 0.0
CCOc1ccccc1OCCOc1ccc(F)cc1 | 13 | -0.3% | -1 | -8 | -28 | 23 | -11 | -9 | 0.8
NC(=O)c1ccc(NC(=O)COC(=O)C2(c3cccc(F)c3)CCCC2)cc1 | 4 | 1.6% | 5 | -3 | -13 | -12 | -2 | 1 | 0.6
O=C(CSc1nnc(CNc2ccc(F)cc2)n1CC1CCCO1)N1CCOCC1 (configuration not stated) | -1 | 0.6% | 0 | -4 | -13 | -6 | -2 | 6 | 1.0
Cc1ccc(S(=O)(=O)Nc2ccc(Cl)cc2C(=O)c2ccc(F)cc2)cc1 | 15 | 1.0% | 0 | 0 | -6 | -6 | -5 | -3 | -1.4
Cc1cc(NC(=O)c2cccc(S(=O)(=O)N3CC(c4ccccc4)CC3=O)c2)no1 (configuration not stated) | 5 | 0.8% | -3 | 5 | -6 | -13 | 1 | · | -1.0
Nc1nnc(SCCCC(=O)c2ccc(F)cc2)s1 | 0 | -0.3% | 2 | 7 | 1 | -18 | 2 | 5 | 0.4
CN1C(=O)C(C)(C)c2cc(S(=O)(=O)N3CCC(C(=O)NCc4ccc(Cl)cc4)CC3)ccc21 | 0 | -3.1% | -1 | 7 | -17 | 6 | -1 | -6 | 0.0
C/C(=N\NC(=O)c1cc(O)ccc1O)c1cccc(NC(=O)c2ccc(Cl)cc2)c1 | 4 | 2.2% | 2 | -4 | -18 | 8 | -7 | ? | -0.9
Nc1[nH]n(-c2ccccc2)c(=O)c1N=Nc1ccccc1[N+](=O)[O-] | 24 | 0.3% | 0 | -2 | 1 | -11 | 11 | 3 | -0.8
COc1cccc(NC(=O)NNC(=O)c2ccc3c(c2)NC(=O)C(C)(C)O3)c1 | 10 | -0.1% | 3 | 4 | -12 | 3 | -8 | -1 | -1.3
Cc1nonc1OCC(C)(COc1nonc1C)NC(=O)c1ccc(Cl)cc1 | -10 | -4.3% | 7 | -9 | 9 | 10 | -6 | 9 | 0.4
O=C1CCC(/C=C/c2ccccc2)=NN1Cc1ccccc1 | -3 | -0.2% | 5 | 2 | -25 | 6 | -7 | -9 | 1.4
O=C(O)c1cccc(NC(CNS(=O)(=O)c2ccc(Cl)cc2)c2ccccc2)c1 (configuration not stated) | 6 | 1.8% | 3 | 10 | 3 | -8 | -2 | -6 | -0.2
CCOc1ncccc1C(=O)OCC(=O)Nc1ccc(C(N)=O)cc1 | -2 | -0.8% | 4 | 5 | -10 | -12 | -3 | 13 | 0.4
COc1cc(NS(=O)(=O)c2ccc(NC(=O)COc3ccc(C)cc3)cc2)nc(OC)n1 | -4 | -0.1% | -1 | -3 | 20 | -5 | 1 | 4 | -0.8
COc1cc(C2C(=O)N(C3CCCCC3)CC(=O)N2Cc2ccc(C)cc2)ccc1OC(C)C (configuration not stated) | -15 | -1.1% | -1 | -5 | -6 | · | 5 | 19 | ·
O=C(O)c1cccc(Nc2ccncc2[N+](=O)[O-])c1 | -8 | 4.2% | 3 | 5 | -6 | -7 | -1 | -4 | 3.4
O=S(=O)(NCc1ccc(F)cc1)c1ccc(N2CCCCS2(=O)=O)cc1 | · | -0.5% | 10 | -1 | 7 | · | 0 | 10 | 2.2
CC(C)(CO)NCc1ccccc1OCC(=O)Nc1ccccc1 | -9 | 1.5% | 6 | -3 | -18 | 10 | -4 | -7 | -1.4
CCC1(C)Cc2c(sc3c2c(=O)n(-c2ccccc2)c(=O)n3C)CO1 (configuration not stated) | -8 | 1.3% | 0 | -1 | -18 | -1 | -9 | -11 | -1.3

Compound profiles, from the list above. Order of values: D2 PAM	RXFP1 agonist	D1 agonist	TRHR PAM	D1 antag	D2 antagonist	D1 PAM	RXFP1 antag	D2 agonist
O=C1CCC(/C=C/c2ccccc2)=NN1Cc1ccccc1 is entered as -3	-0.2%	5	2	-25	6	-7	-9	1.4
O=C(CSc1ccc(Br)cc1)Nc1cccc(S(=O)(=O)N2CCOCC2)c1 is entered as -8	-1.2%	8	-5	1	14	-6	-15	0.0
CCOc1ncccc1C(=O)OCC(=O)Nc1ccc(C(N)=O)cc1 is entered as -2	-0.8%	4	5	-10	-12	-3	13	0.4

Next part
SMILES | D2 PAM | RXFP1 agonist | D1 agonist | TRHR PAM | D1 antag | D2 antagonist | D1 PAM | RXFP1 antag | D2 agonist
C=CCn1c(SC)nnc1-c1cccc([N+](=O)[O-])c1 | 1 | 3.0% | 7 | 1 | -2 | -7 | -3 | · | -0.4
COc1ccccc1NC(=O)N(Cc1ccccc1)c1ccccn1 | 13 | 0.0% | 2 | 3 | -1 | 6 | -1 | -2 | 0.5
O=C(Cn1cnc2sc(-c3ccccc3)cc2c1=O)NCc1ccccc1 | -1 | 2.3% | -1 | 1 | 7 | -21 | -11 | 2 | -0.1
Cc1ccc(CN2CCC(C(=O)Nc3cccc(-c4cccc(F)c4)c3)CC2)o1 | -15 | -1.1% | 2 | -7 | 2 | 15 | -1 | -8 | 0.0
CCCOc1ccc(N2C(=O)CC(N(Cc3ccco3)C(=O)CCC(=O)O)C2=O)cc1 (configuration not stated) | 0 | -1.8% | 2 | -2 | 8 | · | 3 | 4 | ·
Cc1cc(Cl)ccc1NC(=S)NC(C)(C)C | -12 | -1.0% | 1 | 0 | -9 | 6 | 9 | -7 | -0.8
CN(CCc1ccccn1)C1CC(=O)N(c2ccc(Cl)cc2)C1=O (configuration not stated) | 16 | 2.3% | 1 | -4 | 8 | -4 | -2 | -12 | 0.2
Cc1ccc(S(=O)(=O)/N=C2/C=C(C3C(=O)CC(C)(C)CC3=O)C(=O)c3ccccc32)cc1 | 0 | -3.5% | -1 | -2 | · | 6 | 0 | 9 | -0.4
O=C(Nc1nccs1)c1cc(Cl)nc2ccccc12 | 8 | -0.5% | 0 | 4 | 8 | -12 | -6 | -1 | -1.1
Nn1cnnc1N/N=C/c1ccccc1C(F)(F)F | 3 | 0.0% | 0 | 0 | -9 | -6 | -10 | 19 | -0.2
COc1ccc(S(=O)(=O)N(CCc2ccccc2)CC(=O)NCCCO)cc1 | 2 | -1.2% | 1 | 11 | 13 | 19 | -2 | 13 | 0.3
COc1ccccc1CN1C(=O)C2CC=CCC2C1=O (configuration not stated) | 13 | -0.4% | 0 | 2 | 7 | -8 | 2 | 5 | 0.5
Nn1c(Cc2cccc3ccccc23)nnc1SCn1nnc2ccccc2c1=O | -5 | 0.4% | 0 | 4 | 2 | -6 | -5 | -1 | -0.7
O=C(/C=C/c1cccc(Cl)c1)Nc1ncccn1 | -6 | -0.7% | 0 | -2 | 2 | 1 | 1 | 21 | -0.9
CC1=C(C)CC(C(=O)Nc2cccc([N+](=O)[O-])c2)C(C(=O)O)C1 (configuration not stated) | 2 | -1.6% | 2 | 5 | -4 | -1 | 4 | 11 | 0.9
Cc1ccccc1CC(=O)NCCN1CCOCC1 | 14 | -0.3% | 4 | 0 | -29 | -4 | -3 | 6 | 0.1
CCCCCc1c(O)nc(SCCN(C)C)[nH]c1=O | 13 | 0.1% | 1 | 4 | 12 | 13 | 0 | -4 | 1.4
Cc1cccc(Cc2c(C)nc3nc(SCC(=O)NC4CCCCC4)nn3c2C)c1 | 2 | 12% | -3 | 6 | 17 | · | 3 | · | -0.2
CCCCOc1ccc(C2CCC(C(C)=O)C(C)C2)cc1 (configuration not stated) | -2 | -2.0% | 4 | -4 | 7 | -3 | 3 | -18 | -0.1
Cn1c(Cn2c(=O)sc3ccccc32)nnc1SCc1ccc(F)cc1 | 0 | 0.7% | 3 | -6 | -2 | -1 | -1 | · | -0.7
Cc1ccc(C(=O)N2CCN(c3ncnc4c(-c5ccccc5)nsc34)CC2)cc1 | 1 | 8.1% | 3 | -13 | 12 | 1 | 3 | · | 0.8
CNC(=O)CSCc1c(Cl)cccc1Cl | -4 | 0.1% | 0 | 2 | 4 | 16 | 1 | 4 | 0.7
Cc1c(C(=O)Nc2ccc(F)cc2)sc2nc[nH]c(=O)c12 | -13 | 2.0% | 2 | -6 | -20 | · | -6 | -8 | -1.1
COc1ccc(/C=N/NC(=O)C(=O)N2CCCCCC2)cc1 | 0 | 0.0% | 1 | -4 | 4 | 4 | · | -8 | 0.3
O=C(N/N=C/c1sc(=O)n(-c2ccccc2)c1Cl)c1ccncc1 | -7 | 5.4% | 7 | 0 | 1 | 5 | -1 | -13 | 1.1
Cc1ccc(-n2c(SCC(=O)Nc3cccc(Cl)c3)nc3n[nH]c(C)c3c2=N)cc1 | 8 | 0.1% | 3 | 9 | 0 | · | -5 | -7 | 0.3
Nc1nonc1-n1nnc(C(=O)N/N=C/c2cc(Br)ccc2O)c1CSC1=NCCS1 | 12 | 2.8% | 9 | -2 | 1 | 0 | 3 | ? | 0.2
CCCCN(C(=O)c1ccc2c(c1)OCO2)c1c(N)n(CC(C)C)c(=O)[nH]c1=O | 1 | 0.3% | 4 | 0 | -16 | -21 | -5 | 2 | -0.1
Cc1ccc(NC(=O)COc2nc(C)cs2)cc1 | · | -0.7% | 0 | 2 | -8 | · | -4 | 0 | ·
